Mcl1-Noxa inh: Mcl-1/Noxa binding inhibitors, primary screen, biochemical, TR-FRET, 1536-well; Induced myeloid leukemia cell differentiation protein Mcl-1 (Homo sapiens), Q07820; TR-FRET Mcl-1/Noxa peptide binding, 2 h; inhibition, % at 21.7 µM; 220,000 tested, 1.5% active; AID 1022, 2008;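 active = compounds that cut the protein-peptide binding signal by more than 50% relative to plate controls in a single-dose test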;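 note: His-tagged Mcl-1 with rhodamine Noxa BH3 peptide and terbium anti-His antibody; 0% = Mcl-1 plus Noxa peptide wells and 100% = peptide-only wells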
Target sequence (Q07820 whole entry, looked up): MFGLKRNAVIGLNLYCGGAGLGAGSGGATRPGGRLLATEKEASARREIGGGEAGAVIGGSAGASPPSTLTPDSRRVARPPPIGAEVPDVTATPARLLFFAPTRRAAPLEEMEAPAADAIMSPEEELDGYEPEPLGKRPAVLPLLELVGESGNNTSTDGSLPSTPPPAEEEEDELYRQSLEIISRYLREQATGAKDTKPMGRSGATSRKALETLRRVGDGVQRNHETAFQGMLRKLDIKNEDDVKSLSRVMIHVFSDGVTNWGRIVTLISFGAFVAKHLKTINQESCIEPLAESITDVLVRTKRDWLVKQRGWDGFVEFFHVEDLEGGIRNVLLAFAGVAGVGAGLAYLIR
Avidin fluor: green autofluorescence of compounds with avidin beads – biophysical, 488/530 nm, flow cytometry, artefact control, profiling panel | compound fluorescence 488/530 nm; active compounds read high | fluorescence (KMESF) at 10 µM | 220,000 tested, 0.38% active | AID 1775, 2009; in the data active = fluorescence above about 47; note: inactives centre near 10
Rac1 wt modul: wildtype Rac1 GTP binding modulators, primary screen, biochemical, GST-Rac1 beads, flow cytometry, multiplex | Ras-related C3 botulinum toxin substrate 1 (Homo sapiens), P63000 | fluorescent GTP binding; actives lie on both sides; 0 = cold GTP competed, 100 = untreated | 190,000 tested, 0.27% active | GTP binding activity (% of control), % at 10 µM;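 active = GTP binding activity at least 20 points away from the 100% control level, either lower or higher; inconclusive = compound flagged as likely green fluorescent, judged across all proteins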
HRas wt GTP bind: modulators of GTP binding to HRas wildtype, primary screen, biochemical, bead-based flow cytometry, multiplex; GTPase HRas (Homo sapiens), P01112; GST-Ras wt beads, Bodipy-FL-GTP binding; actives lie on both sides; GTP binding activity, % at 10 µM; 190,000 tested, 0.14% active; AID 759, 2007;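 active = GTP binding activity at least 20% away from the 100% baseline, either lowered as inhibitor or raised as activator; inconclusive = flagged as likely green fluorescent, judged across all proteins in the well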;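 note: 0% = unlabeled GTP competition control and 100% = no-compound control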
Target sequence (P01112 whole entry, looked up): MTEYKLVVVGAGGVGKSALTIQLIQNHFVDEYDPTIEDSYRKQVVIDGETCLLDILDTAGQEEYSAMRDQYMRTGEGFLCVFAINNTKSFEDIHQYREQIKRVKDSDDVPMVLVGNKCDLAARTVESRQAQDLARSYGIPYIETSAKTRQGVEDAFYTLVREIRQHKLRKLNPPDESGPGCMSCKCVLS
Mcl-1 Bim block: inhibitors of Bim peptide binding to Mcl-1, primary screen, biochemical, bead-based flow cytometry, multiplex; inhibition, % at 10 µM; Induced myeloid leukemia cell differentiation protein Mcl-1 (Homo sapiens), Q07820; Bim peptide-Mcl-1 binding; 190,000 tested, 0.1% active; in the data active = inhibition above about 40%;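 note: 0% = no compound tracer wells and 100% = peptide blocker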
Cdc42 wt GTP: modulators of GTP binding to wildtype Cdc42, primary screen, biochemical, multiplex bead flow cytometry, Bodipy-GTP. Cell division control protein 42 homolog (Homo sapiens), P60953. AID 761, 2007. GST-Cdc42 beads; actives lie on both sides. percent activity (GTP binding), % at 10 µM. 190,000 tested, 0.2% active;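 active = percent activity GTP binding at least 20 points away from the 100% baseline, either down as inhibitor or up as activator; inconclusive = compound flagged as likely green fluorescent from well-wide comparison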;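 note: median bead fluorescence of bound Bodipy-FL-GTP at 100 nM; 0% = excess unlabeled GTP control and 100% = no compound control; below 100% means less GTP binding so inhibitor and above means activator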
Target sequence (P60953 whole entry, looked up): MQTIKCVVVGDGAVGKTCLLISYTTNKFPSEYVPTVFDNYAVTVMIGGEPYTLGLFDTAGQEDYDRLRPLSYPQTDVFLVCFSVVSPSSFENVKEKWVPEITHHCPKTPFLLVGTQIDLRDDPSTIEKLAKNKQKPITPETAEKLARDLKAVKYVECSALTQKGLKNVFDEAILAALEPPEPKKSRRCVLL
Rab7 wt modul: modulators of GTP binding to Rab7, primary screen, biochemical, wildtype, multiplex bead flow cytometry; GTP binding activity (percent of control), % at 10 µM; GST-Rab7 beads, fluorescent GTP binding; actives lie on both sides; untreated = 100%, excess cold GTP = 0%; 190,000 tested, 0.055% active; Rab7 GTPase wild type (dog), Bodipy-FL-GTP binding;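 active = fluorescent GTP binding to Rab7 beads changed by at least 20 points from the 100% baseline, either direction, mostly lower; inconclusive = compound itself probably fluorescent, or too few beads counted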;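 note: median green fluorescence of bound Bodipy-FL-GTP per Rab7 bead population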
Pf gametocyte: late stage P. falciparum gametocyte viability inhibitors, primary screen, ATP luminescence, HTS; P. falciparum stage V gametocytes, 24 h; inhibition, % at 10.9 µM; 150,000 tested, 0.065% active; AID 743093, 2013;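 active = inhibition above the mean plus 3 SD of compounds within the control limits, set per campaign, cut at about 38% in these data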;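 note: 0% = DMSO wells and 100% = medium only without gametocytes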
Mcl1-Bid inh: Mcl-1/Bid binding inhibitors, primary screen, biochemical, TR-FRET, 1536-well. inhibition, % at 21.7 µM. Induced myeloid leukemia cell differentiation protein Mcl-1 (Homo sapiens), Q07820. TR-FRET Mcl-1/Bid-Dy647 peptide binding. 220,000 tested, 0.97% active;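 active = compounds that cut the binding signal by more than half at the single screening dose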;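 note: His-tagged Mcl-1 with europium anti-His antibody binding Bid BH3 peptide; 0% = Mcl-1 plus peptide wells and 100% = peptide-only wells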
Rac1 mut GTP: GTP binding modulators of activated mutant Rac1, primary screen, biochemical, bead-based flow cytometry, multiplex, fluorescent GTP; Ras-related C3 botulinum toxin substrate 1 (Homo sapiens), P63000; GST-Rac1 activated beads; actives lie on both sides; 100% means binding = to untreated wells; percent activity (GTP binding), % at 10 µM; 190,000 tested, 0.11% active;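 active = GTP binding at least 20 percentage points away from the 100% baseline, in either direction, so actives lie on both sides; inconclusive = Compound likely fluorescent itself, or too few beads counted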
Rab2 wt GTP: modulators of GTP binding to Rab2A wildtype, primary screen, biochemical, dog, bead-based flow cytometry, multiplex; GTP binding activity, % at 10 µM; Ras-related protein Rab-2A (Canis lupus familiaris), P61105; GST-Rab2 wt beads, Bodipy-GTP binding; 190,000 tested, 0.19% active; AID 760, 2007;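 active = GTP binding activity at least 20 points away from 100%, either lowered or raised; inconclusive = signal likely due to the compound's own green fluorescence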;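 note: 0% = beads with excess unlabeled GTP and 100% = no-compound control corrected for plate trend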
* = called active by the depositor; ? = inconclusive; . = not tested or not shown. The list is partial, so the mix of outcomes need not match the whole.

mol	Pf gametocyte	Rab2 wt GTP	Rab7 wt modul	Rac1 mut GTP	Avidin fluor	Rac1 wt modul	Mcl1-Bid inh	Cdc42 wt GTP	Mcl1-Noxa inh	HRas wt GTP bind	Mcl-1 Bim block
CCCCCCN1CCN(c2ccc(Cl)cc2)CC1	12	?	?	?	13	?	15	?	8	?	-2
CCN1CCN(Cc2ccc(C)cc2C)CC1	-20	97	92	97	13	98	42	97	20	99	0
CCc1ccc(C(=O)C23CN4CN(CN(C4)C2)C3)cc1	.	99	103	96	5	106	-6	96	-4	100	0
COc1ccc(CN2CC3CC(C2)c2cccc(=O)n2C3)cc1OC (configuration not stated)	.	101	99	100	11	106	-2	100	8	101	-3
Cn1c(O)c(C(=O)c2ccccc2)c(=O)n(C)c1=O	.	98	98	97	9	95	-44	98	9	98	2
Cc1cccc(C)c1NC(=O)CN(C)CC(=O)Nc1ccc(C#N)c(Cl)c1	.	99	101	100	11	98	-5	99	0	100	0
N#CCCn1cc(C(=O)Nc2ccc(F)cc2)c(-c2ccc([N+](=O)[O-])cc2)n1	0	102	108	96	11	107	-7	101	10	101	11
C[C@H]1CCC[C@@H](O)CCC/C=C/c2cc(O)cc(O)c2C(=O)O1	.	97	100	97	9	100	-66	97	17	98	1
COc1cc(/C=C2\C(=O)NC(=O)N(CCc3ccc(F)cc3)C2=O)ccc1O	14	96	97	96	13	100	-14	98	20	98	-7
O=[N+]([O-])c1ccc(C2C3C(c4ccccc4)=NC4(CCCCC4)N32)cc1 (configuration not stated)	.	101	103	98	12	99	-12	98	-18	100	0
Fc1ccccc1CNC1CN2CCC1CC2 (configuration not stated)	14	99	105	98	13	104	-11	99	27	100	0
CN1CCN(c2ccc(/C=C3\C(=O)NC(=S)N(c4cccc(Br)c4)C3=O)o2)CC1	15	102	98	99	5	102	-22	100	14	101	-4
C[C@H]1OC[C@@H](C[N+](C)(C)C)O1	.	102	94	100	10	105	32	108	26	102	-2
CCOC(=O)C(O)(c1ccc(N(CC)C(=O)OC)cc1)C(F)(F)F (configuration not stated)	10	95	97	92	14	96	3	96	12	98	-3
CN(C)CCN=Cc1c(O)n(Cc2ccco2)c(=O)[nH]c1=O	.	103	103	97	33	100	-27	101	7	102	-1
O=C1NC(c2cc3ccccc3nc2Cl)Nc2ccccc21 (configuration not stated)	10	101	100	100	7	99	-69	101	25	99	-2
CCNc1ccc(P(=S)(N(C)C)N(C)C)cc1	.	99	103	97	6	104	-95	101	2	100	-2
CN(C/N=C(\N)N[N+](=O)[O-])S(=O)(=O)c1ccccc1	12	95	96	95	23	98	-6	97	10	95	1
Fc1ccc(Cn2nnnc2C(c2ccc(F)cc2)N2CC=C(c3ccc(F)cc3)CC2)cc1 (configuration not stated)	-6	100	101	99	10	106	5	100	5	101	-8
COc1ccc(/C=C/C(=O)c2c(O)n(CCC3=CCCCC3)c(=O)[nH]c2=O)cc1	-10	95	93	93	11	97	-31	99	-14	97	-5
Cc1ccsc1C(=O)C1CCCN(Cc2cnc(N(C)C)s2)C1 (configuration not stated)	.	97	97	97	9	98	-20	97	12	95	-3
O=S1(=O)CC2(N3CCOCC3)CCCCCCC21 (configuration not stated)	.	97	99	97	5	100	-25	101	9	101	-4
FC(F)(F)c1ccc2c(c1)NP(=S)(N1CCOCC1)c1nccn1-2 (configuration not stated)	10	99	101	97	17	98	-23	99	14	101	0
CC1(C)CN=C(Nc2ccccc2C(F)(F)F)S1	.	104	102	100	11	103	9	103	14	103	3
CCOC(=O)c1cc(C)n(CCc2cnc[nH]2)c1C	10	99	99	96	33	98	-55	97	5	100	-1

Ordered by count of non-hydrogen atoms (lowest first): some entries from above
mol	Pf gametocyte	Rab2 wt GTP	Rab7 wt modul	Rac1 mut GTP	Avidin fluor	Rac1 wt modul	Mcl1-Bid inh	Cdc42 wt GTP	Mcl1-Noxa inh	HRas wt GTP bind	Mcl-1 Bim block
C[C@H]1OC[C@@H](C[N+](C)(C)C)O1	.	102	94	100	10	105	32	108	26	102	-2
CCNc1ccc(P(=S)(N(C)C)N(C)C)cc1	.	99	103	97	6	104	-95	101	2	100	-2
O=S1(=O)CC2(N3CCOCC3)CCCCCCC21 (configuration not stated)	.	97	99	97	5	100	-25	101	9	101	-4
CN(C/N=C(\N)N[N+](=O)[O-])S(=O)(=O)c1ccccc1	12	95	96	95	23	98	-6	97	10	95	1
CCc1ccc(C(=O)C23CN4CN(CN(C4)C2)C3)cc1	.	99	103	96	5	106	-6	96	-4	100	0
O=C1NC(c2cc3ccccc3nc2Cl)Nc2ccccc21 (configuration not stated)	10	101	100	100	7	99	-69	101	25	99	-2
FC(F)(F)c1ccc2c(c1)NP(=S)(N1CCOCC1)c1nccn1-2 (configuration not stated)	10	99	101	97	17	98	-23	99	14	101	0
O=[N+]([O-])c1ccc(C2C3C(c4ccccc4)=NC4(CCCCC4)N32)cc1 (configuration not stated)	.	101	103	98	12	99	-12	98	-18	100	0
Cc1cccc(C)c1NC(=O)CN(C)CC(=O)Nc1ccc(C#N)c(Cl)c1	.	99	101	100	11	98	-5	99	0	100	0
N#CCCn1cc(C(=O)Nc2ccc(F)cc2)c(-c2ccc([N+](=O)[O-])cc2)n1	0	102	108	96	11	107	-7	101	10	101	11
CN1CCN(c2ccc(/C=C3\C(=O)NC(=S)N(c4cccc(Br)c4)C3=O)o2)CC1	15	102	98	99	5	102	-22	100	14	101	-4
Fc1ccc(Cn2nnnc2C(c2ccc(F)cc2)N2CC=C(c3ccc(F)cc3)CC2)cc1 (configuration not stated)	-6	100	101	99	10	106	5	100	5	101	-8

Following part.
mol	Pf gametocyte	Rab2 wt GTP	Rab7 wt modul	Rac1 mut GTP	Avidin fluor	Rac1 wt modul	Mcl1-Bid inh	Cdc42 wt GTP	Mcl1-Noxa inh	HRas wt GTP bind	Mcl-1 Bim block
CCCCCn1c(N)c(C(=O)NCCN2CCOCC2)c2nc3ccccc3nc21	6	91	98	93	9	93	3	95	-6	95	-1
CC1(C)CC(=O)C(C=NCCN2CCN(C(=O)Cc3ccccc3)CC2)=C(O)C1	.	96	98	94	15	94	-1	97	-10	96	0
CN1C(=O)N(C)C(=O)C(CCc2ccccn2)(CCc2ccccn2)C1=O	.	101	101	98	40	110	-10	106	-8	100	-1
COc1cccc(N2C(=O)NC(=O)/C(=C/c3ccc4c5c(cccc35)CC4)C2=O)c1	-41	92	98	92	6	94	9	91	52*	93	-6
O=C(CN1CCCC1)Nc1ccc(Cl)cc1C(=O)c1ccccc1	15	91	97	94	12	99	26	95	8	98	-3
O=[N+]([O-])c1cccc(C2N3CCCN23)c1 (configuration not stated)	18	98	102	95	9	96	2	96	-2	98	1
CCCc1nc2ccc(Br)cc2c(=O)n1-c1ccc([N+](=O)[O-])c(C(F)(F)F)c1	.	101	102	97	11	103	-13	101	0	100	-1
N=C1C(c2ccccc2)=C(O)CN1Cc1ccco1	-20	100	99	99	10	104	0	100	12	101	0
Fc1ccc2c(c1)nnn2C1CCN(Cc2ccccc2)CC1	.	94	93	96	4	97	-13	97	1	95	-4
CCN(CC)P(=O)(/C=C(\Cl)c1ccccc1)/C=C(\Cl)c1ccccc1	-12	96	99	93	8	98	-2	95	17	94	0
CC(=O)OC1(Cc2ccccc2)CN2CCC1c1ccccc12 (configuration not stated)	.	98	97	96	33	99	-5	97	7	97	0
CCN1C(=O)C(=C2C=C(C)OC(C)=C2)C(=O)N(CC)C1=S	-7	100	98	95	9	99	-9	100	-5	99	-8
CCc1ccc(NP(=O)(Oc2ccccc2F)Oc2ccccc2F)cc1	-6	99	98	95	11	96	-30	97	24	98	-2
O=C(c1ccc(CNS(=O)(=O)c2ccccc2)cc1)N1CCC2(CC1)OCCO2	-4	97	94	94	17	101	1	99	2	98	-1
CN(C)/C=C/C(=O)C(Cl)(Cl)Cl	12	97	95	96	10	99	-26	102	13	96	0
CCCCCCCSc1cc(OC)c(CCN(C)C)cc1OC	13	100	95	97	29	98	-7	99	14	99	-4
Cc1cc(C)c(Cn2c(C(=O)O)c(C=O)c3ccccc32)c(C)c1	-15	99	96	99	9	98	-46	98	7	96	2
Clc1ccc(CSC(Cn2ccnc2)c2ccc(Cl)cc2Cl)cc1 (configuration not stated)	.	100	98	98	8	97	-19	99	-40	99	-3
Cc1ccc(N2C(=O)NC(=O)/C(=C/c3cnn(-c4ccc(C)cc4)c3)C2=O)cc1	18	94	90	93	8	91	-15	95	19	93	-3

Compound profiles, as listed above. Order of screens: Pf gametocyte, Rab2 wt GTP, Rab7 wt modul, Rac1 mut GTP, Avidin fluor, Rac1 wt modul, Mcl1-Bid inh, Cdc42 wt GTP, Mcl1-Noxa inh, HRas wt GTP bind, Mcl-1 Bim block
`N=C1C(c2ccccc2)=C(O)CN1Cc1ccco1` as listed: -20, 100, 99, 99, 10, 104, 0, 100, 12, 101, 0
`CC(=O)OC1(Cc2ccccc2)CN2CCC1c1ccccc12` (configuration not stated) as listed: ., 98, 97, 96, 33, 99, -5, 97, 7, 97, 0

Screening results: PubChem, several laboratories
